High-throughput results from PubChem BioAssay.
FN deposit inh: inhibitors of fibronectin matrix deposition, primary screen, AH1F cells, Alexa488-fibronectin fluorescence, plate reader; AH1F fibroblasts, overnight; inhibition, % at 12.6 µM; 0.086% of 350,000 active;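 active means mean inhibition across replicates of 30% or more, regardless of how many single replicates reach that level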;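 further: positive control wells lacked labelled fibronectin entirely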
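Material: AH1F fibroblast monolayer depositing Alexa488-labelled fibronectin into matrix / Amount: 10000 AH1F cells per well / Signal: fluorescence 485/525 nm / Medium: DMEM, 2% serum / Compound: single dose, pinned / Incubation: 1 h cell adhesion before compound, then overnight fibronectin incubation / Reagent: Alexa488-FN, 24 nM final / Read-out: inhibition of fibronectin deposition signal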
Statin myotox sup: suppressors of statin myotoxicity in C2C12 myotubes, primary screen, cell-based, single point, plate reader; C2C12 myotubes + simvastatin, ATP luminescence, 48 h; scaled: DMSO 0, geranylgeraniol control 100; rescue of ATP level, % at 7.49 µM; 0.78% of 330,000 active;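 active means mean ATP rescue above about 67%, or every replicate alone reaching that limit, limit read from the data, passing the limit was not always enough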;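 further: myotubes were challenged with 10 µM simvastatin during compound exposure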
miR122 inh: miR-122 Renilla sensor signal increase in Huh7, primary screen, miR-122 inhibitor project, cell-based, single point, plate reader; Huh7 miR-122 Renilla luciferase sensor, 48 h; neutral wells = 0, positive control = 100; activation (reporter increase), % at 12.5 µM; 0.3% of 340,000 active;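 active means mean replicate activation score at least 90 and every replicate individually at or above 90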;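 further: higher luciferase means less miR-122 activity so hits act as miR-122 inhibitors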
Cneo AK release: Cryptococcus neoformans cell lysis inducers, primary screen, AK release luminescence, single concentration; 0.2% of 360,000 active; lysis activity, % at 15 µM; AID 651654, 2012; C. neoformans lysis, adenylate kinase release luminescence, 4 h; normalised: neutral wells 0, clomiphene wells 100;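 active means mean lysis activity across replicates of at least 80%, whatever share of replicates individually reach that level; inactive means mean lysis activity below 80%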
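read-out = cell lysis signal | test system = log-phase Cryptococcus neoformans yeast cells | input = cells at 5 × 10^6 per mL | medium = fresh YPD growth medium | signal = luminescent adenylate kinase detection reagent | timing = 4 h at 37 °C static, read 1 h later | dosing = single dose | controls = Clomiphene as positive lysis control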
PglD inh: C. jejuni PglD acetyltransferase inhibitors, primary screen, biochemical, DTNB colorimetric, single point; UDP-N-acetylbacillosamine N-acetyltransferase PglD (Campylobacter jejuni); purified PglD enzyme, DTNB colorimetric CoA detection; inhibition, % at 12.5 µM; 0.098% of 360,000 active; in the data active means inhibition above about 16%, passing the limit was not always enough; further: strong numbers were not always called active
GSIS activator: GLuc luminescence reporter in INS-1E cells, primary screen for activators of glucose-dependent secretion of insulin; 0.61% of 370,000 active; INS-1E GLuc reporter insulin secretion, 2-3 h; activation, % at 16.6 µM;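 active means lowest replicate activation of at least 40%, so every replicate reaches that level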;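 further: 0% = median of neutral control wells and 100% = median of IBMX positive control wells; some compounds called inactive have numbers as strong as hits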
PGC1a acetyl inh: inhibitors of PGC1a acetylation signal, primary screen, cell-based, U2OS, AlphaScreen, inhibitor mode; AlphaScreen anti-acetyl-lysine; with virally co-expressed GCN5 acetyltransferase; inhibition, % at 15.6 µM; 0.17% of 350,000 active; AID 651687, 2012;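 active means every replicate shows inhibition of at least 40%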;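 further: 0% = neutral control wells and 100% = positive control wells; some results beyond the cut were filed as inactive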
F508del corr: F508del CFTR correction, initial screen, CFBE line, single point | CFBE cells, YFP halide quenching; stimulated with forskolin plus potentiator P3; % fluorescence drop versus neutral controls | activity (quench increase), % at 7.58 µM | 0.36% of 350,000 active;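 active means mean added fluorescence quench of at least 8% versus neutral control, with both replicates also reaching 8%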;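 further: cells transiently co-express mutant CFTR-F508del with the halide-sensitive YFP; corrector assay measuring rescue of mutant channel to the surface after 24 h compound exposure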
An asterisk follows results filed as active; · = not tested or not shown; [ ] = remark or other dose.

SMILES	FN deposit inh	Statin myotox sup	miR122 inh	Cneo AK release	PglD inh	GSIS activator	PGC1a acetyl inh	F508del corr
Cc1ccc(NS(=O)(=O)c2ccc(C(=O)OCC(=O)N3CCCCC3)cc2)cc1	0.3	7.4	-3.5	-2.3	0.5	-10.0	3.6	-1.5
C[C@@H]1CCCCO[C@H](CN(C)C(=O)C2CCCCC2)[C@@H](C)CN([C@@H](C)CO)C(=O)c2cc(NS(=O)(=O)c3ccccc3)ccc2O1	2.2	28.1	0.7[16.7 µM]	-0.7	1.0	-20.4	7.2	-1.5
O=C(NCC(F)(F)F)[C@@H]1[C@@H](CO)[C@@H]2Cn3c(ccc(-c4cccnc4)c3=O)[C@@H]2N1Cc1ccncc1	·	14.2	7.1[16.7 µM]	7.8	1.1	5.5	·	-0.9
CCN(CC)CCNC(=O)C(=O)NCC1OCCN1S(=O)(=O)c1cccs1 (stereo not drawn)	·	-1.5	-0.4	1.1	0.1	2.6	1.8	0.5
Cc1cc(C)c2cc(C(=O)Nc3ccc(C)c(F)c3)[nH]c2c1	-5.9	-3.9	·	1.1	-1.6	-2.3	0.2	1.1
NC(=O)c1ccccc1NC(=O)CCN1C(=O)c2ccccc2C1=O	·	4.9	-1.7	·	·	-7.1	-6.8	-0.1
CCOC(=O)c1nnn(-c2nonc2-c2ccccc2)c1C	·	-56.2	-1.5	2.9	-0.6	·	-13.5	·
O=C1CCCN2N=C(SCC(=O)Nc3cccc(Cl)c3)SC2=N1	-2.8	·	-5.3	-0.9	-4.0	-17.0	-12.2	-1.1
CCCN1CNc2c(c(=O)[nH]c(=S)n2CCc2ccccc2)C1	-0.1	·	·	·	·	1.7	6.1	-1.2
CCn1c(-c2ccc(F)cc2)n[nH]c1=S	·	19.5	-0.7	-0.2	-4.3	·	-0.7	·
COCCCNC(=S)NNC(=O)c1csc(C)n1	-9.1	8.1	·	·	·	·	4.9	0.0
CC(C)CC1(C(=O)NCc2ccccn2)C=CCN1C(=O)c1ccccc1 (stereo not drawn)	-1.2	-6.6	·	1.2	-0.2	-4.5	·	0.1
COc1ccc(NC2CCCN(C(=O)COc3ccc(C)cc3)C2)cc1 (stereo not drawn)	5.8	0.0	5.0	-1.7	4.6	-5.2	3.6	0.6
C[C@H](CO)N1C[C@H](C)[C@H](CN(C)C(=O)Nc2ccc3c(c2)OCO3)Oc2ccc(NS(C)(=O)=O)cc2CC1=O	·	-33.9	4.1[16.7 µM]	1.0	3.6	11.1	-6.3	-5.0
Cc1cccc(NC(=O)CN2C(=O)N/C(=C/c3ccc(-c4cccc(C(=O)O)c4C)o3)C2=O)c1	-9.7	-8.8	4.4	-24.9	2.4	14.4	1.6	-0.4
CC(NC(=O)CCl)c1ccccc1Br (stereo not drawn)	3.2	1.0	-6.7	·	·	25.6	-6.2	-1.7
Cc1ccc(OCc2nnc(SCC(=O)N3c4ccccc4Sc4ccc(Cl)cc43)o2)cc1	-9.8	2.4	8.0	2.7	-4.1	19.7	15.2	0.9
CCOc1cccc(C(=O)Nc2nnc(-c3ccco3)s2)c1	·	-1.8	-3.1	2.2	6.1	·	8.1	·
O=c1[nH][nH]c(=O)c2c1[nH]c(=S)n2Cc1ccccc1	5.8	3.1	-5.7	-1.8	-5.6	·	-1.9	-2.1
O=C(COC(=O)c1ccc2ncsc2c1)Nc1ccccc1Cl	-0.6	2.5	·	-2.6	7.0	·	·	1.7
CC(C)C[C@@H](CN1CCC[C@@H]1CN1C(=S)NC[C@@H]1Cc1ccc(O)cc1)N1C[C@H](Cc2ccccc2)N(CCc2ccccc2)C1=S	·	0.4	28.6	6.0	4.7	·	-4.5	·
Cn1nnnc1SCC(=O)N1CCN(C(=O)c2ccco2)CC1	-0.4	·	·	·	·	18.5	0.7	2.8
COc1ccc(N2CC(C(=O)Nc3ccc(S(=O)(=O)Nc4nc(C)cc(C)n4)cc3)CC2=O)cc1 (stereo not drawn)	·	4.2	·	0.2	5.1	-10.5	3.6	0.2
CCCN(C)C[C@H]1OCCCC[C@@H](C)Oc2ccc(NC(=O)Nc3c(C)noc3C)cc2C(=O)N([C@H](C)CO)C[C@@H]1C	·	-39.1	-0.6[16.7 µM]	-0.2	5.8	4.6	9.9	0.2
CCOc1ccc(Cn2c(O)cc(=O)[nH]c2=O)cc1	·	7.9	·	4.9	-3.0	-6.5	·	·
COc1ccc(N2Cc3cccc(C(=O)N4CCN(C(=O)c5ccco5)CC4)c3C2=O)cc1	-3.9	-13.0	-1.3	-3.5	3.1	·	3.9	0.2
COc1cc(-c2cnc3c(NC(C)=O)cc(-c4cccc(C(=O)NCCO)c4)cn23)cc(OC)c1OC	-10.1	-5.1	1.9	2.8	-9.2	-1.9	3.4	2.8
O=C(C[C@H]1C[C@H]2c3cc(NC(=O)C4CCOCC4)ccc3O[C@H]2[C@@H](CO)O1)NCc1ccncc1	-3.5	3.5	1.6[16.7 µM]	6.2	2.1	9.1	-13.8	-0.9
CC(=O)N(C)C[C@H]1Oc2ncc(C#C[C@@H](C)O)cc2C(=O)N([C@@H](C)CO)C[C@H]1C	-4.2	3.7	8.8[16.7 µM]	-0.9	6.1	17.7	-2.0	2.3
CC(=O)N[C@@H]1CC[C@@H](CCNC(=O)C2CCCC2)O[C@H]1CO	·	-0.9	-2.8[16.7 µM]	1.4	0.9	30.9	3.2	-0.9

Arranged by length of the SMILES (lowest first): 3 of the compounds above
SMILES	FN deposit inh	Statin myotox sup	miR122 inh	Cneo AK release	PglD inh	GSIS activator	PGC1a acetyl inh	F508del corr
O=C(COC(=O)c1ccc2ncsc2c1)Nc1ccccc1Cl	-0.6	2.5	·	-2.6	7.0	·	·	1.7
CC(=O)N[C@@H]1CC[C@@H](CCNC(=O)C2CCCC2)O[C@H]1CO	·	-0.9	-2.8[16.7 µM]	1.4	0.9	30.9	3.2	-0.9
Cc1ccc(OCc2nnc(SCC(=O)N3c4ccccc4Sc4ccc(Cl)cc43)o2)cc1	-9.8	2.4	8.0	2.7	-4.1	19.7	15.2	0.9

Further records follow.
SMILES	FN deposit inh	Statin myotox sup	miR122 inh	Cneo AK release	PglD inh	GSIS activator	PGC1a acetyl inh	F508del corr
COc1ccccc1Oc1cn[nH]c1-c1ccc(O)cc1O	6.1	3.7	·	·	·	1.7	·	1.1
CN(C)S(=O)(=O)c1cc(NC(=O)CN2CCNC(=O)C2)ccc1Cl	-1.0	·	-8.0	1.0	0.2	12.2	·	·
CC(C)CC1(C)NC(=O)N(Cc2cc([N+](=O)[O-])cc3c2OCOC3)C1=O (stereo not drawn)	-1.3	-8.9	26.1	-0.2	-2.7	12.8	-3.6	-0.4
COC(=O)CCC(=O)Nc1ccc2oc3c(c2c1)CCCC3	-6.4	4.4	-2.2	-1.7	7.9	-8.1	-0.3	0.1
C=CCOc1ccc(C(=O)CC)cc1OC	-1.4	·	·	-1.6	1.5	-2.3	·	-1.0
CCOc1[nH]n(-c2ccc(Cl)cc2)c(=O)c1C=Nc1ccc(Cl)cc1	-6.4	1.9	2.5	0.4	0.9	·	-0.3	·
O=C(N/N=C/c1cccc(OC(=O)c2cccc(Br)c2)c1)c1cccnc1	-0.6	·	0.6	-2.5	-6.5	11.3	0.3	-0.8
O=C(c1cc2c(c(-c3cccc(-c4ccc(F)cc4)c3)n1)[C@@H](CCO)N(C(=O)c1ccc3c(c1)OCO3)C2)N1CCOCC1	4.5	-7.2	·	-0.1	1.8	-14.2	·	·
CNc1nc(OCC(F)(F)F)nc(N2CCOCC2)n1	·	-26.4	-4.1	8.2	-9.3	·	10.8	·
COc1ccc(NC(=O)Nc2ccc3c(c2)C(=O)N([C@H](C)CO)C[C@@H](C)[C@H](CN(C)Cc2ccc(Oc4ccccc4)cc2)O3)cc1	·	-33.2	6.2[16.7 µM]	6.8	-1.1	-7.5	-6.6	-6.1

Laid out differently: 4 of the compounds above.
COc1ccccc1Oc1cn[nH]c1-c1ccc(O)cc1O
- FN deposit inh: 6.1
- Statin myotox sup: 3.7
- miR122 inh: ·
- Cneo AK release: ·
- PglD inh: ·
- GSIS activator: 1.7
- PGC1a acetyl inh: ·
- F508del corr: 1.1

CN(C)S(=O)(=O)c1cc(NC(=O)CN2CCNC(=O)C2)ccc1Cl
- FN deposit inh: -1.0
- Statin myotox sup: ·
- miR122 inh: -8.0
- Cneo AK release: 1.0
- PglD inh: 0.2
- GSIS activator: 12.2
- PGC1a acetyl inh: ·
- F508del corr: ·

CC(C)CC1(C)NC(=O)N(Cc2cc([N+](=O)[O-])cc3c2OCOC3)C1=O (stereo not drawn)
- FN deposit inh: -1.3
- Statin myotox sup: -8.9
- miR122 inh: 26.1
- Cneo AK release: -0.2
- PglD inh: -2.7
- GSIS activator: 12.8
- PGC1a acetyl inh: -3.6
- F508del corr: -0.4

COC(=O)CCC(=O)Nc1ccc2oc3c(c2c1)CCCC3
- FN deposit inh: -6.4
- Statin myotox sup: 4.4
- miR122 inh: -2.2
- Cneo AK release: -1.7
- PglD inh: 7.9
- GSIS activator: -8.1
- PGC1a acetyl inh: -0.3
- F508del corr: 0.1

(further entries)
SMILES	FN deposit inh	Statin myotox sup	miR122 inh	Cneo AK release	PglD inh	GSIS activator	PGC1a acetyl inh	F508del corr
COC(=O)c1cc(C(=O)Nc2ccc(Cl)cn2)cc([N+](=O)[O-])c1	-6.5	4.6	-8.9	-0.9	2.1	-3.3	·	-1.3
FC(F)Oc1ccc(-c2c[n+]3c(n2-c2ccccc2)CCCCC3)cc1	3.8	·	·	·	·	-1.9	3.9	0.3
COc1ccc(S(=O)(=O)N2CCOCC2)cc1NC(=O)COC(=O)c1ccc([N+](=O)[O-])s1	·	6.8	-4.1	0.1	-6.3	·	-7.2	·
Cc1ccc(S(=O)(=O)c2cc3ccccc3oc2=Nc2ccc3c(c2)OCCO3)cc1	-5.7	·	-1.6	-6.5	4.1	-22.5	-4.5	·
C[C@@H]1CN([C@@H](C)CO)C(=O)c2cc(C#CC3CC3)cnc2O[C@@H]1CN(C)C(=O)c1ccc(F)cc1	·	-23.2	-6.8[16.7 µM]	-3.9	-1.6	-2.7	9.9	-1.3
O=C(c1ccccc1)N1CCN(C(=O)c2ccccc2Br)CC1	2.4	7.1	-7.3	1.4	-4.8	·	4.2	·
COC(=O)c1ccccc1NC(=O)Nc1ncccc1C	0.9	2.0	-21.7	·	·	-1.5	7.9	2.7
COc1ccc(NC(=O)CSc2ccccn2)c([N+](=O)[O-])c1	4.5	-2.7	-1.1	1.2	-0.6	-2.4	5.2	-1.6
CCOC(=O)C1CCCN(C(=O)c2ccc(CS(=O)(=O)Cc3ccccc3C)o2)C1 (stereo not drawn)	-4.1	6.1	-4.7	0.4	-0.7	0.0	5.1	0.0
